hcGAS lum: Primary biochemical luminescence assay for human cyclic GMP-AMP synthase inhibitors. inhibition, % at 12.5 µM. AID 1259398, 2018. 0.081% of 290,000 active. recombinant h-cGAS, ATP depletion, Kinase-Glo luminescence;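 further: 0% = vehicle reaction and 100% = reaction without DNA for no activity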
Target sequence (Q8N884 whole entry, looked up): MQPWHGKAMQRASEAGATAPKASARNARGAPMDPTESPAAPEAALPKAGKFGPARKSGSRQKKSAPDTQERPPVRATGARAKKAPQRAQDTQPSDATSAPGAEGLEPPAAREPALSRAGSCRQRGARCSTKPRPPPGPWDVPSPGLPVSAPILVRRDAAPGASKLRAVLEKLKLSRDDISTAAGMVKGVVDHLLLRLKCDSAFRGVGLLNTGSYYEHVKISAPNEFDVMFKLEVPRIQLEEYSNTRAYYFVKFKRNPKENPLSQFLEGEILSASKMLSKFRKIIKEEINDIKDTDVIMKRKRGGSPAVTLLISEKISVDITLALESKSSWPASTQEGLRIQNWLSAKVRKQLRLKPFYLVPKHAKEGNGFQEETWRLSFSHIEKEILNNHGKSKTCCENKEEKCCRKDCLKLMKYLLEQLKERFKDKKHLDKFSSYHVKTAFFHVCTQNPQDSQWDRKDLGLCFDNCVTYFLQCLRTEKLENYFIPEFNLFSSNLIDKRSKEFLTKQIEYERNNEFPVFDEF
mcGAS lum: cyclic GMP-AMP synthase inhibitors, mouse, primary biochemical chemiluminescence; Q8C6L5; recombinant cGAS, Kinase-Glo ATP depletion luminescence; inhibition, % at 12.5 µM; 0.15% of 160,000 active; AID 1259399, 2018;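 further: 0% = negative control wells and 100% = reference inhibitor with no enzyme activity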
NPYLR7 agonist: agonists of mosquito NPYLR7 receptor, primary screen, cell-based, Aedes aegypti, calcium fluorescence, mosquito biting behavior | AID 1259423, 2018 | 0.15% of 270,000 active | activation, % at 10 µM | HEK293T NPYLR7/Galpha15, GCaMP6s calcium fluorescence | Aedes aegypti neuropeptide Y-like receptor 7 (NPYLR7); in the data active means activation above about 40%;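 further: 0% = vehicle and 100% = reference agonist at the receptor; some compounds past the cut are filed as inactive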
* marks the source's active call; other numbers are inactive results; · = not tested or not shown; & = joins results of further samples. Unless noted, no stated cut-off is given here; in the data, active means inhibition above about 40%; inactive means the rest.

SMILES | hcGAS lum | mcGAS lum | NPYLR7 agonist
CCn1nc(C(=O)NCc2cccc(NC(=O)NC3CC3)c2)ccc1=O | 9 | 3 | -1
CCC(C)Nc1cc(C)nc2c(-c3ccccc3Cl)c(C)nn12 (centres undefined) | -4 | -6 | -2
O=C(CNC(=O)C1CC1(c1ccccc1)c1ccccc1)Nc1ccc(-c2ccccc2)cc1 (centres undefined) | -5 | -4 | -1
CCOC(=O)C(c1ccc(OC)c(OC)c1)C1C=CC(NC(=O)COc2ccc(C(C)(C)C)cc2)C1 (centres undefined) | -3 | 1 | 0
CCOc1ccc(-c2nc(Cn3ccn4nc(-c5ccc(OC)cc5)cc4c3=O)c(C)o2)cc1OC | -5 | -8 | 9
Nc1ncnc(NCc2ccccc2Cl)c1[N+](=O)[O-] | -5 | -7 | -3
COc1ccc(-c2cn[nH]c2-c2ccc(OCCN3CCCCC3)cc2O)cc1 | -1 | -4 | 3
COc1ccc(C(NC(=O)C2CCN(Cc3ccccc3)CC2)c2ccccc2C)cn1 (centres undefined) | -2 | -1 | 3
CC(NCc1cccc(F)c1)c1ccc2ccccc2c1 (centres undefined) | -7 | · | -3
Cc1ncccc1C(=O)N1CCOC(Cc2cccc(C(F)(F)F)c2)C1 (centres undefined) | -5 | · | 8
O=C(NCCc1csc(-c2ncccn2)n1)C1CC2(CCNCC2)CN1 (centres undefined) | -5 | · | 8
O=C(C(=O)N1CCOCC1)N1CCNCC1 | -13 | · | 0
NC(=O)c1ccnc(N2CC[C@@H](N3CCOCC3)[C@H](O)C2)c1 | -2 | · | 1
N#CC1(C#N)C2C=CC(C3C(c4ccccc4)=CC32)C1(C#N)C#N (centres undefined) | 9 | · | -5
CC(=O)Nc1ccc(SCCCC(=O)Nc2cnc3ccccc3c2)nn1 | -6 | -7 | -1
O=C1NCCN(CCc2ccccc2)C1CC(=O)N1CCN(Cc2cccc(F)c2)CC1 (centres undefined) | -8 | -11 | 0
O=C(NCCc1csc(-c2cccnc2)n1)c1cccs1 | -4 | -5 | -2
O=C(CCC(=O)N1CCc2c([nH]c3ccccc23)C1)NCc1ccccn1 | -5 | -4 | 3
Cc1nc(N2CCc3[nH]nc(C4CCCC4)c3C2)cc(-n2cccn2)n1 | -14 | · | -2
O=C(COc1ccc(Br)cc1)N1CCN(S(=O)(=O)Cc2ccccc2)CC1 | -5 | · | 5
Cc1cc(OCC(=O)N2CCC3(CC2)NC(=O)NC3=O)c(C(C)C)cc1Cl | -2 | · | 0
COc1ccc(N(CCC(N)=O)C(=O)CCl)cc1 | -14 | · | 12
CCCOc1cc(C)c(Cl)cc1S(=O)(=O)NC1CCCCC1 | -7 | · | -6
CC(OCC(O)CN)c1ccccc1 (centres undefined) | -3 | · | 0
CC1CCCCN1C(=O)CN1C(=O)NC(Cc2ccccc2)C1=O (centres undefined) | -3 | · | -2
CCOc1ccc(-c2ccc(OCCNS(=O)(=O)c3ccc4nc(C)sc4c3)nn2)cc1 | -10 | -4 | -4
O=S(=O)(c1ccccc1C(F)(F)F)N1CCC(c2cn(Cc3cccc(F)c3)c3ccccc23)CC1 | 3 | -5 | 15
COc1cccc(CSc2nnc(CNC(=O)Nc3ccc(SC)cc3)n2-c2ccc([N+](=O)[O-])cc2)c1 | -2 | -5 | -4
O=C(Nc1ccc(Cl)cc1Cl)N1CCC(N2CC=CC2)CC1 | 2 | · | -3
COC(=O)c1ccc(-c2noc(CN3CCCC3c3ccc(F)cc3)n2)cc1 (centres undefined) | -7 | -10 | 0
Cc1cc(Cl)cc2c3c([nH]c12)CCC(NC(=O)[C@@]1(C)C[C@H]2C=C[C@@H]1C2)C3 (some centres undefined) | -7 | -4 | 21
O=C(CCN1CCCC(c2ccn[nH]2)C1)Nc1ccccc1 (centres undefined) | 1 | · | 2
C=CCNC(=O)CN(Cc1ccccc1)C(C)CN1CCOCC1 (centres undefined) | -7 | · | 8
Fc1ccccc1-c1noc2nc(NCC3CCOCC3)ccc12 | -10 | -5 | -2
COc1ccc(COc2cc3oc(=O)c4cc(C(C)O)ccc4c3cc2OC)cc1 (centres undefined) | -5 | -9 | -4
CCc1ccc(-c2nccn2C(C)CCn2cccn2)o1 (centres undefined) | -9 | · | 20
NC(=O)C1CC(C(=O)Nc2nncs2)=NN1c1ccc(F)cc1 (centres undefined) | 5 | · | 9
N#CC1C(=N)OC2=C(C(=O)CCC2)C12C(=O)Nc1ccc([N+](=O)[O-])cc12 (centres undefined) | 4 | 0 | 33
CCOc1nc(C#N)nc(N2CCOCC2)n1 | -10 | · | -2
O=C(CSc1nc2[nH]ncc2c(=O)[nH]1)NCc1ccccc1Cl | 4 | 5 | -21

18 entries from above, set out differently:
SMILES,hcGAS lum,mcGAS lum,NPYLR7 agonist
CCn1nc(C(=O)NCc2cccc(NC(=O)NC3CC3)c2)ccc1=O,9,3,-1
CCC(C)Nc1cc(C)nc2c(-c3ccccc3Cl)c(C)nn12 (centres undefined),-4,-6,-2
O=C(CNC(=O)C1CC1(c1ccccc1)c1ccccc1)Nc1ccc(-c2ccccc2)cc1 (centres undefined),-5,-4,-1
CCOC(=O)C(c1ccc(OC)c(OC)c1)C1C=CC(NC(=O)COc2ccc(C(C)(C)C)cc2)C1 (centres undefined),-3,1,0
CCOc1ccc(-c2nc(Cn3ccn4nc(-c5ccc(OC)cc5)cc4c3=O)c(C)o2)cc1OC,-5,-8,9
Nc1ncnc(NCc2ccccc2Cl)c1[N+](=O)[O-],-5,-7,-3
COc1ccc(-c2cn[nH]c2-c2ccc(OCCN3CCCCC3)cc2O)cc1,-1,-4,3
COc1ccc(C(NC(=O)C2CCN(Cc3ccccc3)CC2)c2ccccc2C)cn1 (centres undefined),-2,-1,3
CC(NCc1cccc(F)c1)c1ccc2ccccc2c1 (centres undefined),-7,·,-3
Cc1ncccc1C(=O)N1CCOC(Cc2cccc(C(F)(F)F)c2)C1 (centres undefined),-5,·,8
O=C(NCCc1csc(-c2ncccn2)n1)C1CC2(CCNCC2)CN1 (centres undefined),-5,·,8
O=C(C(=O)N1CCOCC1)N1CCNCC1,-13,·,0
NC(=O)c1ccnc(N2CC[C@@H](N3CCOCC3)[C@H](O)C2)c1,-2,·,1
N#CC1(C#N)C2C=CC(C3C(c4ccccc4)=CC32)C1(C#N)C#N (centres undefined),9,·,-5
CC(=O)Nc1ccc(SCCCC(=O)Nc2cnc3ccccc3c2)nn1,-6,-7,-1
O=C1NCCN(CCc2ccccc2)C1CC(=O)N1CCN(Cc2cccc(F)c2)CC1 (centres undefined),-8,-11,0
O=C(NCCc1csc(-c2cccnc2)n1)c1cccs1,-4,-5,-2
O=C(CCC(=O)N1CCc2c([nH]c3ccccc23)C1)NCc1ccccn1,-5,-4,3

Further structures.
SMILES | hcGAS lum | mcGAS lum | NPYLR7 agonist
O=C(O)C1COC2(CCN(C(=O)Cc3cccs3)CC2)N1C(=O)c1ccco1 (centres undefined) | -2 | 2 | 14
CC(C)C1=CC(=NOc2ccc([N+](=O)[O-])cc2[N+](=O)[O-])C=C(C(C)C)C1=O | -6 | · | -6
C=CC[C@@H]1CC=C[C@@H](C)N1C(=O)CCC(=O)NC1CCCC1 | -11 | · | 17
Cc1ccc(OCC2c3ccsc3CCN2C(=O)CN(Cc2ccco2)C(=O)c2ccco2)cc1 (centres undefined) | -7 | -6 | -2
Cc1ncsc1C(=O)N(CC1CCN(C2Cc3ccccc3C2)CC1)CC1CCCO1 (centres undefined) | -1 | · | 19
CCc1nc2n(n1)C(=O)C(C(c1ccccc1Cl)N1CCC(C(=O)OC)CC1)S2 (centres undefined) | -11 | -9 | 1
CS(=O)(=O)c1cccc(NC(=O)COc2cccc(Br)c2)c1 | 1 | · | -1
COc1ccc(C(=O)Oc2ccc(-c3nc4ccccn4c3NC(C)(C)CC(C)(C)C)cc2)cc1 | -4&2 | -7&-1 | 8&0
Cc1nc2ncnn2c(C)c1CCC(=O)N(C)Cc1ccc(Cl)cc1Cl | -6 | -8 | -5
Cc1ccc(N2C3=[N+](CCCCC3)CC2(O)c2ccc(C)cc2)cc1 (centres undefined) | -6 | · | 7
CCN(CC)CCNC(=O)c1cc(S(C)(=O)=O)ccc1OC | 0&5&-1&1 | -5&-4 | -17&1&1
CN1CCN(Cc2csc(-c3ccoc3)n2)c2ccccc21 | -1 | · | 2
Cc1cccc(CN2CCN(c3nc(CCN)nc4ccccc34)C(C)C2=O)c1 (centres undefined) | -4 | · | 8
CCCNc1ncc(CN2C[C@H]3CC[C@@H]2CN(CC(=O)N(C)C)C3)cn1 | -6 | -4 | ·
CN(CCNC(=O)C(F)(F)F)C(=O)CCCc1cn(S(=O)(=O)c2cccs2)c2ccccc12 | -5 | · | -13
CC(C)NC(=O)Cn1nnc(-c2ccccc2)c1COc1ccc2ccccc2c1 | -7 | · | 5
O=C(NC1CCCCC1)N1CCC(OC2CCN(Cc3ccccc3)CC2)CC1 | -2 | -4 | ·
COCCCNC(=O)CSc1nc(Cl)cc(N2CCN(C(=O)CC(C)C)C(C)C2)n1 (centres undefined) | 6 | 1 | -4
CC(C)c1nnnn1CC(=O)NC(C#N)c1ccc(C(C)(C)C)cc1 (centres undefined) | 3 | · | 1
Oc1cccc(-c2cn(C(Cn3ccnc3)c3ccccc3)nn2)c1 (centres undefined) | -11&-3 | -11 | 12&-5
O=C(CC1CNCCO1)N1CCC(c2n[nH]c(=O)n2Cc2ccccc2)CC1 (centres undefined) | -10 | · | 2
COc1ccc(N(CN2C(=O)c3ccccc3C2=O)C(=O)C(F)(F)F)cc1 | -3 | -4 | -4
COc1ccccc1CCCNC(=O)C1CCC(=O)N(CCc2ccccn2)C1 (centres undefined) | -11 | -4 | -3
CC1CC(C)(C)Cc2c1sc(NC(=O)c1ccco1)c2C#N (centres undefined) | -7 | -7 | 0
CCNC(=O)N(CC(=O)N(Cc1ccc2c(c1)OCO2)Cc1sccc1C)C1CC1 | -2 | -3 | 12
COc1cc(SC)ccc1C(=O)NC1(C(=O)O)CCCCC1 | -5 | -14 | -3
COc1ccc(N2CCN(C(=O)C3CC=CCC3C(=O)N3CCC(O)(Cc4ccccc4)CC3)CC2)cc1 (centres undefined) | -1 | · | -10
CC(=O)N(C(C)=O)c1ccc2c(c1)C(C)(C)C(C)N2C (centres undefined) | -12 | · | -1
CN(CCCNC(=O)C(=O)c1ccc(C2CCCCC2)cc1)c1ccccc1 | -4 | -3 | -3
CN(Cc1ccc(-n2cccn2)cc1)Cc1sc(N(C)C)nc1Cl | -2 | · | 16
CSc1ccc(Cn2c(C)c(C(=O)NCc3cccc(C)c3)sc2=O)cc1 | -8 | · | 12
COc1cccc(CO[C@]2(C(=O)NCC3CCCO3)CC(OCC3CC3)[C@H](O)[C@H](O)C2)c1 (some centres undefined) | -9 | -5 | 1
CC(C)Oc1ccc(CN2CCC2(C)C(=O)NCc2ccc3c(c2)OCO3)cc1 (centres undefined) | -9 | · | 12
O=C1C(C(c2ccccc2Cl)N2CCOCC2)Sc2nc(-c3ccco3)nn21 (centres undefined) | -7 | -6 | -4
CCOc1cccc2cc(C(=O)Nc3nnc(-c4ccno4)o3)oc12 | -3 | 5 | 2
COCCCNC(=O)c1cc2n(n1)CCN(Cc1c(F)cccc1Cl)C2=O | 1 | 1 | -1
CC(C)=CC(=O)N1CCC(n2cnc3ccccc32)CC1 | 2 | -2 | 3
O=C1CCC(C(=O)N2CCCC(CO)(Cc3ccc(F)cc3)C2)=NN1 (centres undefined) | -4 | · | 4
CN(C)CCN(Cc1ccccc1)C(=O)c1ccc(CSc2nnc3ccccn23)cc1 | -5 | · | -9
CCCS(=O)(=O)Oc1cc(Cl)ccc1-c1nc2cc(S(=O)(=O)CC)ccc2o1 | -2 | -4 | ·
COc1ccc(-c2c3c(=O)n(CCN4CCOCC4)ccc3nc3ncnn23)cc1 | -4 | · | 2
COc1ccc(-c2cnc3ncnn3c2N2CCCN(C(=O)c3ccc(OC(F)(F)F)cc3)CC2)cc1 | 1 | -4 | 26
Cc1ccc2nc(C)c(NC(=O)c3ccccc3)c(=O)n2c1 | -13 | · | 4
COCCNC(=O)Cn1nc([N+](=O)[O-])c(Br)c1C | -4 | -5 | -14
CC(C)C(=O)Nc1cc2c3c(c1)C(C)C(=O)N3CCC2 (centres undefined) | -4 | · | 6
Cc1cc(C(F)(F)F)nc(CCNc2ncnc3c2CCNC3)n1 | -2 | -10 | 1
COc1ccc(C=C(C#N)S(=O)(=O)c2cc(Br)ccc2Br)cc1OC | -6 | · | 6
CCNC(=O)N1CCN(C(=O)c2cc3ccsc3n2CCCc2ccccc2)CC1C (centres undefined) | -3 | -3 | -3
Cc1ccc([N+](=O)[O-])cc1NC(=O)c1c(-c2ccccc2Cl)noc1C | -3 | · | 5
CC(=O)NCCNc1nc(C)cc(N(C)C)n1 | -3 | · | 2

From PubChem BioAssay

The order is random; 0.27% or so of the library scored in one or more.
